Screening results (PubChem BioAssay)
Pol eta inh: qHTS for Inhibitors of Polymerase Eta; DNA polymerase eta (Homo sapiens), Q9Y253; recombinant Pol eta, fluorescent DNA replication assay; Potency, µM (titrated, usually from 114 µM), inactives show top-dose activity change, negative = inhibition, actives largely listed as inhibitors; 390,000 compounds, 1.2% hits; note: potency is the fitted concentration of half-maximal effect; % is set by controls: 0 for no effect and ±100 for the full control effect
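Fluorescent replication assay: 50 nM final substrate added after a 15 min room-temperature compound preincubation with 10 nM enzyme. Signal taken at 0 min and again at 10 min.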
POLI inh: qHTS for Inhibitors of Polymerase Iota; 390,000 compounds, 1% hits; Pol iota fluorescent replication assay, 10 min; Potency, µM (series often up to 115 µM), without a hit: top-dose activity, negative = inhibition, usual class: inhibitors; DNA polymerase iota (Homo sapiens), Q9UNA4; AID 588590, 2011; note: potency is the fitted concentration of half-maximal effect
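Pol iota at 10 nM preincubated 15 min with compounds at room temperature; reaction started with fluorescent substrate, 50 nM final. Fluorescence read kinetically at 0 and 10 min; buffer-only wells as negative control.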
PGK inhibitor: qHTS Assay to Find Inhibitors of Phosphoglycerate Kinase; PGK/GAPDH coupled, Kinase-Glo luminescence, 60 min; 380,000 compounds, 0.043% hits; Phosphoglycerate kinase, glycosomal (Trypanosoma brucei brucei), P07378; Potency, µM (titrated, usually from 57.5 µM), without a hit: at the top dose activity change, negative = inhibition, hits mostly inhibitors; note: potency is the fitted concentration of half-maximal effect; % is set by controls: 0 for no effect and ±100 for the full control effect; nearly all actives have a fitted effect of over 60% in size
Target sequence (P07378 whole entry, looked up): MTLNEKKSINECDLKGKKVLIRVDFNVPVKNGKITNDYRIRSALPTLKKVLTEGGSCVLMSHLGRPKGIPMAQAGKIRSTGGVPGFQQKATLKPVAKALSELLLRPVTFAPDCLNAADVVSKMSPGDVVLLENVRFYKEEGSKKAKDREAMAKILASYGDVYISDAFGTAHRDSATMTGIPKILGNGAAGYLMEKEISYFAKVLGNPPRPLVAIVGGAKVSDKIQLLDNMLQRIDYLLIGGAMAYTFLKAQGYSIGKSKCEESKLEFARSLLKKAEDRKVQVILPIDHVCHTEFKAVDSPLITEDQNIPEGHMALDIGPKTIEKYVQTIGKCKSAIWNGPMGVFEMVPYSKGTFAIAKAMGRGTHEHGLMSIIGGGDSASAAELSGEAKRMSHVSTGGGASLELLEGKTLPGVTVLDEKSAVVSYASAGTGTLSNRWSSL
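Recombinant glycosomal PGK reaction used 1,3-bisphosphoglycerate generated in-well by GAPDH (100nM final) in 100mM TEA pH 7.6, 5mM MgCl2, 0.01% Tween-20. After 60 minutes at room temperature, ATP was read by Kinase-Glo Plus luminescence end-point.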
APE1 inh: qHTS Assay for Inhibitors of the Human Apurinic/apyrimidinic Endonuclease 1 (APE1); recombinant APE1, TAMRA/BHQ-2 abasic DNA cleavage fluorescence; Potency, µM (series often up to 65.8 µM), for the others: top-dose activity change, negative = inhibition, most hits filed as inhibitors; 350,000 compounds, 0.35% hits;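 note: potency is the fitted concentration of half-maximal effect; plate controls were vehicle for no effect and reference inhibitor for full effect; nearly all actives have a fitted effect of over 55% in size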
Target sequence (P27695 whole entry, looked up): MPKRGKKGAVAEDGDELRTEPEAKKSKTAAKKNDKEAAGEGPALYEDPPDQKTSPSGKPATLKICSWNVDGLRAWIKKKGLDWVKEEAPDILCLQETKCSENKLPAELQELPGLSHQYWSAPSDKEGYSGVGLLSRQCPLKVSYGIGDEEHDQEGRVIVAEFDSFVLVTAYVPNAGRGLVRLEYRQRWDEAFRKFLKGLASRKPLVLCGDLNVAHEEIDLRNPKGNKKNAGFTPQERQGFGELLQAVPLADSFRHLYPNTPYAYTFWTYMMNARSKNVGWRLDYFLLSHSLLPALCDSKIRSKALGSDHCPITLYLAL
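Readout is kinetic fluorescence (ex 525, em 598 nm) from cleavage of 50 nM TAMRA/BHQ-2 THF abasic duplex by 0.75 nM APE1, compound added 15 min beforehand at RT.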
POLK inh: qHTS for Inhibitors of Polymerase Kappa; Potency, µM (series often up to 107 µM), inactives show top-dose activity, negative = inhibition, most hits filed as inhibitors; 400,000 compounds, 0.53% hits; purified Pol kappa, fluorescent DNA synthesis assay, 10 min; DNA polymerase kappa (Homo sapiens), Q9UBT6; note: potency is the fitted concentration of half-maximal effect; % is set by controls: 0 for no effect and ±100 for the full control effect
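Activity was followed as the change in fluorescence between reads at 0 and 10 min after starting the reaction with 50 nM substrate. Beforehand, 10 nM polymerase had been preincubated with compound for 15 min at room temperature.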
Pol beta inh: qHTS Assay for Inhibitors of DNA Polymerase Beta; P06746; Pol beta primer extension/strand displacement, fluorescence kinetic; Potency, µM (top dose mostly 114 µM), without a hit: at the highest dose activity change, negative = inhibition, actives largely listed as inhibitors; 340,000 compounds, 1.3% hits; AID 485314, 2010; note: potency is the fitted concentration of half-maximal effect; % is set by controls: 0 for no effect and ±100 for the full control effect
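Reaction started by 50 nM substrate onto compound-treated Pol beta (10 nM, 15 min preincubation, room temperature); plates read at 0 min and 10 min. Normalized concentration-effect data fitted by four-parameter Hill equation.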
BLM inh: qHTS Assay for Inhibitors of Bloom's syndrome helicase (BLM). 350,000 compounds, 0.2% hits. Potency, µM (titrated, usually from 56.1 µM), inactives show at the top dose activity change, negative = inhibition, usual class: inhibitors. RecQ-like DNA helicase BLM (Homo sapiens), P54132. recombinant BLM DNA unwinding, fluorescence dequenching;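 note: potency is the fitted concentration of half-maximal effect; plate controls were vehicle for no effect and no enzyme for full effect; nearly all actives have a fitted effect of over 35% in size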
RXFP1 antag: qHTS Assay for Antagonists of the Relaxin Receptor RXFP1; AID 1259400, 2018; 350,000 compounds, 0.59% hits; activity change, negative = inhibition, % at 57.5 µM; HEK293-RXFP1, relaxin-stimulated cAMP HTRF, 30 min; stronger effect = lower value; Relaxin receptor 1 (Homo sapiens), Q9HBX9;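 active = activity change of -60% or lower, but not beyond a set lower limit; inconclusive = change between -60% and -40%, or beyond the set limit; inactive = change above -40%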; note: % is set by controls: 0 for no effect and ±100 for the full control effect
Apoferritin bind: qHTS Assay for Identification of Novel General Anesthetics | Ferritin light chain (Equus caballus), P02791 | 350,000 compounds, 0.074% hits | apoferritin/1-aminoanthracene competitive binding, fluorescence | Potency, µM (titrated, usually from 77.5 µM), inactives show top-dose activity change, negative = displacement, most hits filed as inhibitors; note: potency is the fitted concentration of half-maximal effect; % is set by controls: 0 for no effect and ±100 for the full control effect; nearly all actives have a fitted effect of over 20% in size
Target sequence (P02791 2-175 limits assumed): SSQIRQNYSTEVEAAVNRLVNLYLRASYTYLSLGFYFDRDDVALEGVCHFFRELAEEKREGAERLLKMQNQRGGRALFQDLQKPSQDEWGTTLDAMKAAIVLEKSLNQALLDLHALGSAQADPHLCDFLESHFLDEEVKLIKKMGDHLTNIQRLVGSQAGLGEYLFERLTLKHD
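Apoferritin-based anesthetic binding model; compound displacement of fluorescent 1-AMA measured as endpoint fluorescence after 10 minutes at room temperature, scaled to free-ligand and complex controls.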
Active calls of the source: *; i = inactive; ? = inconclusive; . = not tested or not shown; & = joins results of further samples; [ ] = dose if it differs, or a comment. Unless noted, calls come from the whole dose curve; as a rule, active = well fitted curve in the direction sought with a large enough effect; inconclusive = small, poorly fitted or top-dose-only effect, or another doubt; inactive = no such curve, though single readings can be large; an effect the other way counts as inactive or inconclusive. These rows are one share of the data; the hit share may differ from the screen's.

compound	Pol eta inh	BLM inh	RXFP1 antag	PGK inhibitor	Apoferritin bind	POLI inh	Pol beta inh	POLK inh	APE1 inh
CCOc1cc2c(cc1OCC)CN(CC(=O)Nc1ccccc1C(=O)NC1CC1)CC2	-7%	.	-6	6%	.	-5%	.	6%	-8%
CN(C)Cc1cc(C(F)(F)F)ccc1C(O)(c1ccccc1)c1ccccc1	?	.	-37	-7%	.	9%	.	-15%	.
CCOC(=O)C1CCN(C(=O)CSc2n[nH]c(-c3ccc(F)cc3)n2)CC1	9%	-2%	-34	-11%	-18%	?	24%	-9%[60.1 µM]	.
COc1cccc2cc(C(=O)N(Cc3ccccc3)CC3CCCO3)c(=O)oc12 (stereo not drawn)	-1%	-4%	8	2%	-11%	0%	4%	4%	-1%
O=C(NCc1ccc(Cl)cc1)c1ccc(CSc2nc3ccncc3[nH]2)cc1	-5%	-2%	-17	7%	?	46%[activator]	15%	-13%	1%
CCCNC(=S)N1CCC(NC(=O)C2CCCCC2)CC1	-7%	-2%	4	13%	-7%	12%	10%	-9%	2%
O=c1[nH]nc(SCc2nnc(-c3cccc(Cl)c3)o2)n1C1CCCCC1	-19%	-2%	-3	i	-2%	-19%[58.9 µM]	?	-2%	-2%
Oc1ccccc1/C=N/Nc1nccnc1Cl	-11%	-5%	-3	-9%	-13%	6%	?	-12%	-3%
CC(C)c1ccc(NC(=O)COc2ccccn2)cc1	4%	-1%	8	-3%	-8%	9%	20%	-10%	0%
CC(C)NCC1CCc2cc(CO)c([N+](=O)[O-])cc2N1 (stereo not drawn)	-18%	-2%	.	-4%	8%	24%	24%	-1%	-8%
CCOc1ccccc1C(=O)Nc1cc2c(cc1N1CCCCC1)n(C)c(=O)n2C	-4%	-2%	-12	6%	98%[activator]	-22%	19%	-12%	.
COC(=O)Cc1ccc(NC(=S)N2CCN(c3ccc(OC)cc3)CC2)cc1	-11%	-2%	-14	-12%	-1%	-8%	21%	-7%	2%
COc1cc(Cl)c(C)cc1NC(=O)CCCN1C(=O)CCC1=O	-12%	-2%	2	-9%	-10%	8%	2%	-1%	0%
C=CCSc1nnc(CNC(=O)c2ccc(Cl)cc2)n1CC	-10%	-3%	2	-10%	-8%	28%	4%	-13%	9%
COc1ccc(C(=O)C[n+]2ccccc2C)cc1	-13%	-3%	-9	-13%	30%	-3%	20%	-3%	1%
CC(=O)c1ccc(NC(=O)c2noc3c2CCc2ccccc2-3)cc1	-4%	-5%	-6	i	-2%	0%	-23%	-22%	.
CCOC(=O)c1[nH]c(C)c(C(=O)NC(CC)Cc2ccccc2)c1C (stereo not drawn)	-4%	-4%	2	-5%	-22%	21%	5%	-6%	.
CN(CC(=O)NCc1cccs1)CC(=O)Nc1ccc(F)c(F)c1F	-13%	2%	5	-10%	-6%	22%	-1%	-3%	25%
Cc1c2cnn(CC(=O)NCCCN3CCCCC3C)c(=O)c2c(C)n1Cc1ccccc1 (stereo not drawn)	-4%	-11%	1	-6%	-16%	22%	10%	3%	23%
CC1CCCN(S(=O)(=O)c2cc3c4c(c2)CC(=O)N4CCC3)C1 (stereo not drawn)	-13%	1%	-17	-6%	2%	18%	-7%	-5%[60.1 µM]	.
Cc1ccc(S(=O)(=O)N(C)CCCC(=O)Nc2ccncc2)cc1	-8%	2%	.	-1%	1%	-21%	7%	-2%	-3%
O=C(c1cc(COc2c(F)cccc2F)on1)N1CCN(C2CCCCC2)C(=O)C1	-5%	-2%	11	i	-12%	21%	26%	-5%	32%
CN(CC(=O)Nc1ccccc1Br)C(=O)CNC(=O)c1cccs1	0%	.	3	-2%	.	-14%	.	-16%	10%
Cc1ccc(NC(=O)c2cnn3c2NC(c2ccccc2)=CC3c2ccccc2)cc1 (stereo not drawn)	-11%	-7%	-10	-9%	-21%	8%	34%	1%	.

Taken from above.
In RXFP1 antag, CN(CC(=O)Nc1ccccc1Br)C(=O)CNC(=O)c1cccs1 shows 3
In Apoferritin bind, Cc1ccc(S(=O)(=O)N(C)CCCC(=O)Nc2ccncc2)cc1 shows 1%

The listing continues.
compound	Pol eta inh	BLM inh	RXFP1 antag	PGK inhibitor	Apoferritin bind	POLI inh	Pol beta inh	POLK inh	APE1 inh
Cc1ccc(OCC(=O)Nc2c(C(=O)c3ccc(Cl)cc3)oc3ccccc23)cc1C	6%	-9%	13	0%	34%[activator]	-19%	2%	-17%	.
CCc1noc(C)c1C(=O)Nc1nc(-c2cccs2)cs1	-15%	.	0	i	.	33%[activator]	.	-5%	13%
O=C1C(=O)c2c(ccc3ccccc23)-c2ccccc21	7.9µM*	.	2	-17%	.	54%[activator]	.	-1%	.
O=C(N/N=C/c1cccs1)c1ccc(-n2cccc2)cc1	1%	-6%	-7	i	-8%	14%	?	-2%	0%
CC(C)c1ccc(NC(c2nnc(-c3ccccc3)o2)c2ccc(F)cc2Cl)cc1 (stereo not drawn)	-10%	-15%	.	0%	-3%	2%	18%	0%	.
O=S1(=O)N=C(N/N=C/c2ccco2)c2ccccc21	-21%	2%	-5	2%	-17%	15%	9%	-4%	-4%
NS(=O)(=O)c1cccc(NC(=S)NC(=O)c2cccc([N+](=O)[O-])c2)c1	-6%	-2%	-1	1%	-9%	123%[activator]	-3%	-5%	13%
CCOCCCNCc1cc(Br)ccc1OCc1ccccc1	-15%	-9%	-8	7%	-12%	-3%	22%	-13%	15%
O=C(Cn1cc(C(=O)C2CCCCC2)c2ccccc21)NCC1CCCO1 (stereo not drawn)	-7%	6%	4	-7%	-21%	163%[activator]	2%	1%	4%
CCN(CC(=O)Nc1ccc2c(c1)OCCO2)S(=O)(=O)c1ccc(F)cc1	1%	-3%	-13	-10%	2%	-3%	10%	-2%	24%
CC1CC(=O)C2=C(C1)Nc1ncnn1C2c1ccccc1 (stereo not drawn)	-6%	-2%	0	-5%	4%	8%	3%	0%	-7%
CS(=O)(=O)Nc1ccccc1C(=O)NCc1ccccc1Cl	-6%	-1%	19	-2%	-4%	16%	-1%	-10%	1%
Cc1cc(C(=O)Nc2c(F)cc(F)cc2Br)c(C)o1	-3%	-6%	-6	i	-16%	-9%	8%	-3%	14%
O=C(c1cccc(F)c1)N1CCN(c2ccc([N+](=O)[O-])c3cccnc23)CC1	-18%	-3%	-14	-5%	-10%	123%[activator]	-1%	-7%	-4%
O=C(Nc1ccc(NC(=O)c2cccnc2Cl)cc1)c1cccc(Cl)c1	-6%	-11%	-15	-9%	8%	73%[activator]	-8%	8%	21%
NC(=S)N/N=C/c1ccccc1OCc1cccc(Cl)c1	-11%	-12%	-11	8%	-7%	-3%	0%	-11%	-1%
Cc1ccc(NC(=S)N(Cc2cccs2)Cc2cc3cccc(C)c3[nH]c2=O)cc1	-22%	0%	-6	0%	-12%	?	8%	-3%	2%
COC(=O)C1=C(C)NC(=O)CC1c1ccc(C(=O)OC)cc1 (stereo not drawn)	-8%	-2%	-11	-3%	-14%	8%	20%	-14%	-7%
COc1ccc(-c2nc(CN3CCN(Cc4cccc(Cl)c4)CC3)c(C)o2)cc1	-19%	-3%	-2	2%	-21%	32%	12%	1%	3%
COc1ccc(Cl)cc1NC(=O)CSc1nc2c(oc3ccccc32)c(=O)n1Cc1ccco1	4%	-5%	.	-7%	9%	-8%	2%	9%	.
Cc1ccc(-c2ccc(/C=N/NC(=O)CN3CCOCC3)o2)cc1[N+](=O)[O-]	-8%	-7%	6	4%	-16%	82%[activator]	18%	-8%	-4%
O=C(CNc1ccc(Br)cc1)Nc1cccc(S(=O)(=O)N2CCCC2)c1	-16%	.	-8	2%	.	8%	.	-17%	20%
CN(CCCNC(=O)Cn1ncc2c([nH]c3ccccc32)c1=O)Cc1ccccc1	-9%	-3%	11	9%	-14%	17%	45%	-3%	.
O=C(O)c1cn(-c2ccc(F)c(F)c2)c2c(F)c(F)c(F)c(F)c2c1=O	2%	-4%	-11	.	-9%	8%	1%	4%	-8%
CC(C)Cn1c(N)c(C(=O)COC(=O)c2ccc(F)cc2)c(=O)n(C)c1=O	-12%	-6%	-17	4%	-17%	37%[activator]	2%	5%	-5%
COc1cccc(-c2nc(-c3ccc(Br)o3)no2)c1	-7%&-11%	-2%&-7%	?	-9%&-8%	-1%&1%	23%&15%	-2%&1%	12%	-1%
O=C(Nc1cccc(OCc2cc(=O)n3c4c(sc3n2)CCCC4)c1)c1ccc(F)cc1	0%	0%	.	i	1%	-2%	-12%	-8%	.
CNC(=O)CSc1nc2ccccc2c(=O)n1-c1cc(OC)ccc1OC	-19%	-2%	3	5%	-8%	26%	5%	-2%	5%
COc1cc(OC)c(OC)cc1/C=N/NC(=O)c1ccc(=O)n(C)c1	-20%	-3%	2	i	-2%	22%	-2%	-25%	-4%
